High-throughput results deposited in PubChem by The Scripps Research Institute Molecular Screening Center.
TEAD-YAP inh: TEAD-YAP interaction inhibition, primary screen, TEAD-YAP interaction inhibitor project, luminescence, HEK-TIYL cells; TEAD-Gal4/YAP UAS-luciferase luminescence; 640,000 compounds, 1.4% hits; inhibition, % at 9.12 µM; in the data active = inhibition above about 32%;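 also: 0% = median of test compound wells and 100% = reference inhibitor wells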
GPR151 activ: activators of human GPR151, primary screen, cell-based, PathHunter beta-arrestin, luminescence; PathHunter beta-arrestin GPR151 cells; activation, % at 11.2 µM; 650,000 compounds, 1% hits; AID 1508602, 2020; in the data active = activation above about 4.9%;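 also: 0% = median of compound wells and 100% = cells with positive control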
Target sequence (Q8TDV0 whole entry, looked up): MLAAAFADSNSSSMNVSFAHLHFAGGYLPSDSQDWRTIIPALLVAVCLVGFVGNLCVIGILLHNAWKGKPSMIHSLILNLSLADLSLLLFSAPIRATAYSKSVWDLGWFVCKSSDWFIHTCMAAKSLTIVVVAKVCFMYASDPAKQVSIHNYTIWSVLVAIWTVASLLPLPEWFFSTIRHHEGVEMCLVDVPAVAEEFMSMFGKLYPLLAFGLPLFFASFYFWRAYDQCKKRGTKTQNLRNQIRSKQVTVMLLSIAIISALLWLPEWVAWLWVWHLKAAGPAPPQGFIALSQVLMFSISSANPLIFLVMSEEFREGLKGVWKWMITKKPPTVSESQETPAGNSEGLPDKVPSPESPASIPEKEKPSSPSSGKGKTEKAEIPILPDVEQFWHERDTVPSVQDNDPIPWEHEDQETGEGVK
MITF inh: MITF inhibitors, primary screen, biochemical, AlphaScreen, human | Microphthalmia-associated transcription factor (Homo sapiens), O75030 | AlphaScreen MITF homodimerization, bead proximity signal | inhibition, % at 2.6 µM | 650,000 compounds, 0.91% hits | AID 1259374, 2018; in the data active = inhibition above about 50%;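 also: 0% = vehicle wells with protein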
FBW7 act: FBW7 E3 ligase activators, primary screen, biochemical, AlphaScreen, human | F-box/WD repeat-containing protein 7 (Homo sapiens), Q969H0 | AlphaScreen FBW7–phospho-cyclin E peptide binding, activator screen | normalized activity (activation), % at 26.1 µM | 650,000 compounds, 0.13% hits | AID 1259310, 2017; in the data active = normalized activity above about 1.9%;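 also: purified mutant Fbw7 with reduced substrate affinity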
Target sequence (Q969H0 whole entry, looked up): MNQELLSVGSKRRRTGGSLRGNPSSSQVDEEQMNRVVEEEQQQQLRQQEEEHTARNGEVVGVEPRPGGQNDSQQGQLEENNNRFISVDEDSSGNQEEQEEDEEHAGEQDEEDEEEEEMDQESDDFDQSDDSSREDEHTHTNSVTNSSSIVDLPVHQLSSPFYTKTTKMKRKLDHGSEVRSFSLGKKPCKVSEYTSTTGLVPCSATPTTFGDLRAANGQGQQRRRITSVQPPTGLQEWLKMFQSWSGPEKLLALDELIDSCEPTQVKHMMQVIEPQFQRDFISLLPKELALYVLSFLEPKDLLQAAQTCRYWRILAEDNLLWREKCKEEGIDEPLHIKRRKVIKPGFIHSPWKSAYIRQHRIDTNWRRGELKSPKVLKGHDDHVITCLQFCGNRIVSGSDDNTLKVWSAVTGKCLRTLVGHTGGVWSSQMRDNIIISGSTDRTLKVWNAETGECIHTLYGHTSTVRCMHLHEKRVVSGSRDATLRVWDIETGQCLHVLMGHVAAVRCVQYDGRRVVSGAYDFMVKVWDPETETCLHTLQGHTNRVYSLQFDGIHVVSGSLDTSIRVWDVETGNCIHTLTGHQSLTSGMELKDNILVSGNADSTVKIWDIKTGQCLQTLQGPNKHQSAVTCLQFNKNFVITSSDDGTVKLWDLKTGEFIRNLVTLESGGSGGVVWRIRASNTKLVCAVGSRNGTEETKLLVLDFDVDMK
Starred values were filed as active, the others as inactive.

Sequence of screens: MITF inh | FBW7 act | TEAD-YAP inh | GPR151 activ
[1] CSc1ccc(-c2nc(CSCC(=O)N3CCN(C)CC3)c(C)o2)cc1
    -6 | -0.6 | 21 | 1.7
[2] CCCCOc1ccc(/C=C/C(=O)Nc2ccc(S(N)(=O)=O)cc2)cc1
    -19 | -0.1 | 1 | -2.3
[3] COc1ccc(-c2nc(-c3ccc(C)nc3OC)no2)cc1OC
    4 | 1.3 | -6 | -0.8
[4] CC(=O)c1cc(-c2ccccc2)n(CCC(=O)N2CCCC2)c1C
    -4 | 0.1 | 2 | 0.4
[5] Cn1c(SCC(=O)c2ccc([N+](=O)[O-])cc2)nc2ccccc21
    15 | -0.1 | 0 | -0.6
[6] CCOC(=O)C(Cc1c[nH]c2ccccc12)NC(=O)c1cc2ccccc2oc1=O (configuration not stated)
    13 | -0.1 | -4 | 1.2
[7] O=C1C2C(C(=O)N1Cc1ccco1)C1C=CC2C12CC2 (configuration not stated)
    -15 | 0.1 | 10 | -0.3
[8] Cc1ccccc1C1C(C#N)=C2N=C(N)c3c(sc4c3CCCCC4)N2C2=C1C(=O)CCC2 (configuration not stated)
    8 | -0.2 | 19 | 2.0
[9] COC(=O)c1oc2ccccc2c1NC(=O)c1ccccc1O
    2 | -0.1 | 2 | -1.8
[10] O=C(CCNc1c(N2CCCC2)c(=O)c1=O)N1CCCCC1
    18 | 0.7 | -9 | -1.8
[11] O=C(CCS(=O)(=O)c1ccccc1)Nc1cccc(Cl)c1
    9 | 0.2 | -21 | 3.5
[12] Cc1cccc(NCc2ccccc2O)c1C
    22 | 0.0 | -2 | 1.2
[13] O=C(CNS(=O)(=O)c1ccccc1)OC(c1ccccc1)c1ccccc1
    6 | 0.0 | -27 | -0.3
[14] CC(=O)c1ccc(N2C(=O)c3cccc4c(Cl)ccc(c34)C2=O)cc1
    9 | -0.1 | 1 | 1.4
[15] Cc1nc(CNC(=O)CC2C(=O)NCCN2Cc2ccccc2F)nc2c1CCCC2 (configuration not stated)
    -13 | 0.0 | 1 | 0.1

Ordered by SMILES length (high to low): some entries from above.
Sequence of screens: MITF inh | FBW7 act | TEAD-YAP inh | GPR151 activ
[6] CCOC(=O)C(Cc1c[nH]c2ccccc12)NC(=O)c1cc2ccccc2oc1=O (configuration not stated)
    13 | -0.1 | -4 | 1.2
[15] Cc1nc(CNC(=O)CC2C(=O)NCCN2Cc2ccccc2F)nc2c1CCCC2 (configuration not stated)
    -13 | 0.0 | 1 | 0.1
[4] CC(=O)c1cc(-c2ccccc2)n(CCC(=O)N2CCCC2)c1C
    -4 | 0.1 | 2 | 0.4
[10] O=C(CCNc1c(N2CCCC2)c(=O)c1=O)N1CCCCC1
    18 | 0.7 | -9 | -1.8
[9] COC(=O)c1oc2ccccc2c1NC(=O)c1ccccc1O
    2 | -0.1 | 2 | -1.8

Other results:
Sequence of screens: MITF inh | FBW7 act | TEAD-YAP inh | GPR151 activ
[16] CC1CCCN(CC(O)COc2ccc(Cl)cc2)C1 (configuration not stated)
    8 | 0.1 | 7 | 0.9
[17] CC(C)C[C@H]1NC(=O)[C@H]2CN(C(=O)c3cccs3)CCN2C1=O
    -4 | -0.2 | -8 | 0.9
[18] O=C(O)CS(=O)c1ccc(C(F)(F)F)cc1[N+](=O)[O-] (configuration not stated)
    1 | 0.1 | -4 | 0.8
[19] CCN(CC)S(=O)(=O)c1ccc(C)c(NS(=O)(=O)c2ccc(F)c(F)c2F)c1
    -8 | 0.0 | -2 | -0.3
[20] O=C(COC(=O)CCN1C(=O)C2CC=CCC2C1=O)Nc1ccccc1C(=O)NC1CC1 (configuration not stated)
    -3 | -0.1 | 0 | -0.2
[21] C/C(N)=C(/C#N)C(=O)CSc1nc(-c2ccccc2)cn1N
    -6 | 0.1 | -21 | 0.5
[22] Cc1ccc(NC(=O)O/N=C\c2ccc(F)cc2)cc1
    -4 | 0.1 | -8 | -0.6
[23] CN1C(=O)CC(CC(=O)N2CCCC(c3nc4ccccc4[nH]3)C2)(c2ccccc2F)C1=O (configuration not stated)
    10 | 0.2 | 7 | -1.0
[24] C/C=C/C1OCC2(CO)C(C)C=C(C)C1C2C (configuration not stated)
    0 | 0.0 | 9 | 0.2
[25] COC(=O)c1ccccc1OC(=O)c1cccc([N+](=O)[O-])c1
    16 | 0.8 | 7 | -0.7
[26] CC(=O)c1ccc2oc(C(=O)O)cc(=O)c2c1
    19 | 0.6 | 3 | -0.4
[27] O=C(Nc1nccs1)C1CC=CCC1C(=O)OCC(F)(F)C(F)F (configuration not stated)
    6 | -0.1 | 7 | -0.5
[28] COc1ccc(S(=O)(=O)N(CC(=O)NCCSc2ccc(C)cc2)c2ccc(C)cc2)cc1
    14 | 0.7 | -19 | -2.0
[29] Cc1cc(OCC(=O)NCc2cccnc2)c(C)cc1Br
    -4 | 0.0 | 12 | -0.5
[30] CC(=O)c1c(C)[nH]c(C(=O)CN2CCN(S(=O)(=O)c3ccccc3[N+](=O)[O-])CC2)c1C
    -5 | 0.0 | 8 | -1.7
[31] Cc1ccc(CNC(=O)CCn2nc(-c3ccccc3)ccc2=O)cc1
    4 | 0.0 | 0 | 1.7
[32] CCN1C(=O)/C(=C\c2cc(C)n(-c3ccc(F)cc3)c2C)C(C(=O)OC)=C1C
    21 | 0.1 | -3 | -0.5
[33] CCOC(=O)c1ccc(NC(=O)C2CC3CCCN3C23C(=O)Nc2ccccc23)cc1 (configuration not stated)
    -8 | -0.1 | -11 | 1.3
[34] CC(C)n1c(-c2ccc(N3CCN(C)CC3)cc2)nc2c(NCc3cccc(C(F)(F)F)c3)ncnc21
    -3 | 0.7 | -10 | -2.2
[35] CCCCCCNC(=O)CC(NS(=O)(=O)c1ccc(Br)cc1)c1ccco1 (configuration not stated)
    10 | 0.2 | 14 | -1.3
[36] O=C(CSc1nc2ccsc2c(=O)n1CCc1ccccc1)NCc1ccco1
    15 | 0.9 | 5 | 3.7
[37] CCOC(=O)C1(CC2CCCCO2)CCN(CCc2ccccc2)CC1 (configuration not stated)
    -3 | 0.1 | -9 | -2.1
[38] CC1=NN2C(=N)/C(=C\c3cccs3)C(=O)N=C2S1
    -4 | -0.1 | -10 | 0.7
[39] Cc1nnc(SCC(=O)Nc2nsc(-c3ccccc3C)n2)s1
    -9 | 0.2 | 0 | 0.8
[40] CCc1c(C)c(C#N)c2nc3ccccc3n2c1-n1cnc2ccccc21
    2 | 0.3 | -1 | -0.7
[41] CCN1CCN(C(=O)c2ccc(N3CCC(NCCc4cccc(F)c4)CC3)cc2)CC1
    20 | 0.2 | 2 | -0.6
[42] O=c1c2c3c(sc2nc2c4ccccc4c4nnnn4n12)CCCC3
    5 | 0.0 | 3 | 1.6
[43] CCOC(=O)C1=C(C)N=c2s/c(=C/c3ccc(OC)cc3OC)c(=O)n2C1c1c(OC)ccc2ccccc12 (configuration not stated)
    10 | 0.6 | -10 | 3.9
[44] CCc1ccccc1-n1sc2c(c1=S)-c1cc(C)ccc1NC2(C)C
    9 | -0.1 | 2 | 0.7
[45] Cc1ccc(-c2nnc3c4cnn(-c5ccccc5)c4ncn23)cc1
    -3 | 0.0 | 3 | 0.1
[46] CCOc1ccc(S(=O)(=O)N(CC(=O)Nc2cccc(Br)c2)c2ccccc2)cc1
    3 | 0.1 | -10 | 0.8
[47] NS(=O)(=O)c1ccc(N2N=C(C(F)(F)F)/C(=C/c3ccc(-c4ccc(C(=O)O)cc4)o3)C2=O)cc1
    34 | -0.1 | 8 | -0.1
[48] N#C/C(=C\c1ccncc1)C(=O)Nc1ccc(C(=O)O)cc1
    7 | 0.5 | 7 | -0.8
[49] CCOC(=O)C1=C(C)N(c2ccc(OCC)cc2)C(=O)/C1=C\c1ccc(F)cc1
    -11 | 0.0 | 0 | 1.3
[50] Cc1nn(C)c(C)c1-c1nc(NCc2cccc(C(F)(F)F)c2)c2ncn(CCN3CCCC3=O)c2n1
    21 | 0.3 | 2 | 0.4
[51] Cc1ccc(NC(=O)c2cc3c(=O)oc4ccccc4c3s2)nc1
    -7 | -0.1 | -7 | -0.4
[52] CC(=O)c1ccc(NC(=O)c2ccc(CNc3c(N4CCC(C)CC4)c(=O)c3=O)cc2)cc1
    12 | 0.1 | 7 | -1.4
[53] Cc1ccc(NC(=O)Cn2cnc3sc(C(=O)Nc4cc(F)ccc4C)c(C)c3c2=O)cc1Cl
    -1 | -0.1 | -4 | -0.7
[54] O=C(NC1CCCCCC1)c1ccc(Cl)c(NC2=NC3CS(=O)(=O)CC3S2)c1 (configuration not stated)
    -8 | 0.0 | 3 | -0.4
[55] CC(C)(C)CN1CCNC(=O)C1CC(=O)NCc1cc(-c2ccccc2)on1 (configuration not stated)
    -3 | -0.1 | -12 | -0.4
[56] O=S(=O)(c1ccc(N2CCC(c3ccc(Cl)cc3)=N2)cc1)N(CCO)CCO
    -18 | 0.9 | -8 | 0.1
[57] Cc1cc(NCCN(C)C)n2nc(-c3cccs3)cc2n1
    8 | 0.6 | 2 | 0.1
[58] O=c1nc(/C=C/c2cc3c(cc2Br)OCO3)cc(C(F)(F)F)[nH]1
    0 | -0.3 | -1 | 1.6
[59] COc1ccc(Cl)cc1NC(=O)NCc1cccs1
    4 | 0.1 | 11 | -0.7
[60] O=S(=O)(NCC1COC2(CCCC2)O1)c1ccc(F)cc1F (configuration not stated)
    -22 | -0.2 | -1 | -0.3
[61] CCNC(=O)C1CCN(S(=O)(=O)c2cc(OC)ccc2OC)CC1
    -6 | -0.1 | 8 | -0.1
[62] CCn1c(CSCc2ccc(C)cc2)n[nH]c1=S
    7 | 0.6 | 12 | -0.3
[63] CCCCCOC(=O)C1=C(C)NC2=C(C(=O)CC(C)(C)C2)C1c1ccccc1Br (configuration not stated)
    -11 | 0.0 | 1 | -1.3
[64] Cc1ccccc1OCC(=O)Nc1ccc(Cl)c(-c2nc3ccccc3[nH]2)c1
    4 | 1.0 | 3 | -0.3
[65] O=S(=O)(c1ccc(F)cc1)N1CCCc2ccccc21
    1 | 0.0 | -2 | 0.6
[66] CC(=O)c1ccc(NC(=O)Cn2c(-c3ccc(C)cc3)noc2=O)cc1
    -5 | -0.2 | 13 | 1.1
[67] CCOC(=O)c1c(-c2ccccc2)oc2c1cc(NS(=O)(=O)c1ccc(CC)cc1)c1ccccc12
    -11 | 0.5 | 4 | 2.0
[68] CN1C(=O)CC2CC1(C)Oc1ccccc12 (configuration not stated)
    12 | -0.1 | -6 | 1.1
[69] O=C(c1ccccc1[N+](=O)[O-])n1nnc2ccccc21
    19 | 0.0 | 4 | -0.7
[70] COc1ccc(CNc2nc3nonc3nc2N2CCCCC2)cc1OC
    9 | 0.2 | 6 | 0.4
[71] NC(=O)c1c(NC(=O)c2cc3ccccc3oc2=O)sc2c1CCCCC2
    -7 | -0.3 | -4 | 0.0
[72] COc1cc(C(=O)N2CCCC(c3nc(-c4ccc(C)o4)no3)C2)cc(OC)c1OC (configuration not stated)
    10 | 0.2 | 4 | -0.8
[73] Cc1nc(C)c(C(=O)N2Cc3nn(-c4ccccc4C)c(-n4cccc4)c3C2)s1
    13 | -0.3 | 8 | 1.2
[74] COc1ccc(NC(=O)Nc2ccccc2NC(=O)c2ccccn2)cc1OC
    9 | -1.1 | -10 | -0.6
[75] COc1ccccc1NS(=O)(=O)c1cc(C(=O)Nc2ccccc2C(=O)O)ccc1C
    2 | 0.1 | 6 | 0.8

Other entries.
Sequence of screens: MITF inh | FBW7 act | TEAD-YAP inh | GPR151 activ
[76] CCCCCC(=O)Nc1ccc(CN2CCCCC2)cc1
    -21 | -0.1 | 1 | -1.2
[77] CCOC(=O)c1c(C)oc2c1cc(NS(=O)(=O)c1c(C)cc(C)cc1C)c1ccccc12
    9 | 0.6 | -19 | 0.0
[78] COc1ccc(C(=O)/C=C\Nc2ccc([N+](=O)[O-])cc2C)cc1OC
    6 | 0.1 | 3 | -0.1
[79] N#Cc1c(CSCC(=O)O)cc(=O)n2c1[nH]c1ccccc12
    -14 | 0.1 | 4 | 0.3
[80] CC(=O)c1ccc(N=Cc2c(O)[nH]c3ccccc23)cc1
    13 | 0.2 | -29 | -2.2
[81] CCOC(=O)c1c(-c2ccc(-c3ccccc3)cc2)csc1NC(=O)C(C)C
    15 | 0.1 | 13 | 1.8
[82] Cc1nn(C)cc1CNC(=O)c1cc(COc2ccc(F)cc2F)on1
    0 | 0.1 | -1 | -0.7
[83] CCC(C)NC(=O)C(=O)NCc1ccccn1 (configuration not stated)
    -3 | -0.4 | -10 | -0.3
[84] COC(c1ccccc1)c1nnc(CCC(=O)N(C)C(C2CC2)C2CC2)o1 (configuration not stated)
    15 | 0.0 | -37 | -1.8
[85] COCCN(Cc1ccccn1)C(Cc1ccccc1)C1CCN(Cc2cnn(C)c2)CC1 (configuration not stated)
    -2 | -0.2 | -2 | -0.8
[86] CCOC(=O)c1c(C)oc2cc(Br)c(OCC(=O)OCc3ccccc3)cc12
    -9 | -0.1 | 0 | -1.3
[87] CCc1nc2ccccc2n1CC(=O)NNC(=O)C(c1ccccc1)c1ccccc1
    10 | -0.1 | 9 | 0.1
[88] O=[N+]([O-])c1c(N2CCCCCC2)ccc2nonc12
    19 | 0.0 | 12 | 1.4
[89] O=C(CSc1nc2ccccc2c(=O)[nH]1)c1ccc(O)cc1O
    3 | -0.1 | 0 | -0.4
[90] CC1=NNC(=O)/C1=C/c1c(C)[nH]n(-c2ccccc2)c1=O
    2 | 0.1 | 8 | -0.2
[91] Cc1ccc2c(c1)cc(CN(C)Cc1ncc[nH]1)c(=O)n2Cc1cccc(F)c1
    -3 | -0.1 | -15 | -0.8
